GLS inh: inhibitors of human glutaminase (GLS); GLS enzymatic activity, qHTS titration; Potency, µM (highest dose often 45.5 µM), without a hit: top-dose activity change, negative = inhibition, hits mostly inhibitors; 410,000 compounds, 0.21% hits; note: potency is the fitted concentration of half-maximal effect; % is set by controls: 0 for no effect and ±100 for the full control effect
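hKGA; 45 mM KH2PO4 pH 8.2 + 0.02% Tween-20; cpd via pin tool; 1 mM Gln soln; GluOx/HRP/Amplex Red; RT 30 min; fluor. t0 & final.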
Tb PGK inh: T. brucei PGK inhibition; P07378; PGK/GAPDH coupled, Kinase-Glo luminescence, 60 min; Potency, µM (titrated, usually from 57.5 µM), for the others: top-dose activity change, negative = inhibition, most hits filed as inhibitors; 380,000 compounds, 0.043% hits; note: potency is the fitted concentration of half-maximal effect; % is set by controls: 0 for no effect and ±100 for the full control effect; nearly all actives have a fitted effect of over 60% in size
Target sequence (P07378 whole entry, looked up): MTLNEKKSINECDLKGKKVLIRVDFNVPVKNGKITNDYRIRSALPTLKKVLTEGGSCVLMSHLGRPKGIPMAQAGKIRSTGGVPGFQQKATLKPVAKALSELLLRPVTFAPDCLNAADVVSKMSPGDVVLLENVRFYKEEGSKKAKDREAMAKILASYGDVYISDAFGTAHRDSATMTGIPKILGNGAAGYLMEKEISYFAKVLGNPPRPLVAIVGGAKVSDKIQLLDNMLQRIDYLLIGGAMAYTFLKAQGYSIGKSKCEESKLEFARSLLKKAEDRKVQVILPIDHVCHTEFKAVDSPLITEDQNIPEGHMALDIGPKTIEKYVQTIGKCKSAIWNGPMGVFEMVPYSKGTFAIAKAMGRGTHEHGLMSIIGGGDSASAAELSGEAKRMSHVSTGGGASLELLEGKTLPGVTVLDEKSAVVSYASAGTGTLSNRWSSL
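Luminescent ATP detection (Kinase-Glo Plus) follows a 60-minute room-temperature incubation, with wells lacking PGK as controls. Buffer: 100 mM TEA (pH 7.6), 5 mM MgCl2, 0.01% Tween-20. Coupling enzyme GAPDH (100 nM final) supplies unstable 1,3-BPG in-well.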
PI4K2A inh: PI4K2A (human) kinase inhibition; Q9BTU6; purified PI4K2A, ADP-Glo luminescence, 1 h; stronger effect = lower value; activity change, negative = inhibition, % at 76.9 µM; 420,000 compounds, 0.13% hits; AID 1346378; in the data active = activity change below about -50%; inconclusive = mostly about -30% to -49%;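 note: -100% = wells without enzyme as full effect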
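Compounds are screened against recombinant PI4K2A using PI as substrate and ATP, the latter dispensed at 300 microM. Reactions run one hour at ambient temperature before ADP-Glo detection; full inhibition defined by wells lacking enzyme.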
HP1b binding inh: inhibitors of HP1-beta chromodomain binding to methylated histone tails; P83916; AlphaScreen HP1-beta / biotin-H3K9me3 peptide binding; Potency, µM (highest dose often 114 µM), for inactives: at the highest dose activity change, negative = inhibition, usual class: inhibitors; 390,000 compounds, 0.56% hits; AID 540317; note: potency is the fitted concentration of half-maximal effect; nearly all actives have a fitted effect of over 70% in size; inactives centre near 23
Target sequence (P83916 whole entry, looked up): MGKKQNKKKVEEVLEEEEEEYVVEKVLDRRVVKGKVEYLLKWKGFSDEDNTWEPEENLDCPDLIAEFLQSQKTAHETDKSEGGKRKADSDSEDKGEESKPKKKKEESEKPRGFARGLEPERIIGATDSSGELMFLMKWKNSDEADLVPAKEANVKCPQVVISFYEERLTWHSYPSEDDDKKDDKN
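AlphaScreen: HP1-beta (50 nM) preformed 30 min with biotin-H3(1-18)K9me3 peptide (50 nM) in PBS pH 7.4, 0.01% Tween-20. Compound added for 30 min at RT, then streptavidin donor/nickel chelate acceptor beads (10 ug/mL) for 30 min.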
BAZ2B inh: blocks human BAZ2B. Q9UIF8. AlphaScreen BAZ2B-H3K14Ac peptide displacement. Potency, µM (top dose mostly 114 µM), without a hit: top-dose activity change, negative = inhibition, actives largely listed as inhibitors. 360,000 compounds, 4.4% hits; note: potency is the fitted concentration of half-maximal effect; % is set by controls: 0 for no effect and ±100 for the full control effect; nearly all actives have a fitted effect of over 60% in size
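AlphaScreen displacement of biotin-H3(5-23)K14Ac peptide (50 nM final) from BAZ2B (50 nM final) in PBS pH 7.4, 0.01% Tween-20; complex preformed 30 min RT, then compounds (top 110 uM) 30 min RT, beads 20 min dark.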
JMJD2A Tudor inh: blocks the human JMJD2A Tudor domain; AlphaScreen JMJD2A-Tudor / H3K4me3 peptide binding; Potency, µM (titrated, usually from 114 µM), for the others: at the highest dose activity change, negative = inhibition, most hits filed as inhibitors; 390,000 compounds, 4.4% hits; AID 504339; note: potency is the fitted concentration of half-maximal effect; % is set by controls: 0 for no effect and ±100 for the full control effect; nearly all actives have a fitted effect of over 50% in size
POLH inh: DNA polymerase eta (human) inhibition; recombinant Pol eta, fluorescent DNA replication assay; 390,000 compounds, 1.2% hits; Potency, µM (titrated, usually from 114 µM), inactives show at the top dose activity change, negative = inhibition, hits mostly inhibitors; Q9Y253; note: potency is the fitted concentration of half-maximal effect; % is set by controls: 0 for no effect and ±100 for the full control effect
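Fluorescent replication assay: 50 nM final substrate added after a 15 min room-temperature compound preincubation with 10 nM enzyme. Signal taken at 0 min and again at 10 min.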
G9a block: blocks human histone lysine methyltransferase G9a. 350,000 compounds, 8.8% hits. Potency, µM (titrated, usually from 102 µM), inactives show top-dose activity, negative = inhibition, most hits filed as inhibitors. G9a H3K9 monomethylation, AlphaScreen, 2 h; note: potency is the fitted concentration of half-maximal effect; % is set by controls: 0 for no effect and ±100 for the full control effect; nearly all actives have a fitted effect of over 75% in size
Target sequence (Q96KQ7 913-1193 limits assumed): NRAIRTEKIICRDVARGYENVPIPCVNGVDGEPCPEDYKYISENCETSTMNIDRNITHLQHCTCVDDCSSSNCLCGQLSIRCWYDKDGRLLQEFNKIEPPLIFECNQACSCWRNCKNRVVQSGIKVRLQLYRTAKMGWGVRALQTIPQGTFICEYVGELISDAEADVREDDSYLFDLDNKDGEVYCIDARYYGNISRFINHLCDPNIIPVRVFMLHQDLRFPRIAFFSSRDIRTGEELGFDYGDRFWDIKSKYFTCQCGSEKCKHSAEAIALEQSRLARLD
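Signal arises when biotinylated H3K9 peptide, once monomethylated, bridges streptavidin donor and antibody-captured acceptor beads. Enzyme at 20 nM was preincubated 15 min with test compounds; peptide 500 nM and SAM 20 uM then reacted for 2 h.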
Pin1 inhibitor: human Pin1 inhibition. Q13526. Pin1 FP peptide displacement, HiFluor488, 10 min. Potency, µM (doses to about 115 µM), inactives show at the highest dose activity, negative = inhibition, most hits filed as inhibitors. 390,000 compounds, 0.009% hits; active = well fitted inhibition curve with a large enough effect in the polarisation, with a control signal flat, not every such curve was filed as active; inconclusive = small, poorly fitted or top-dose-only effect, or effect the other way, or a change in a side signal; inactive = no such curve, though single readings can be large or run the other way; the % refers to the polarisation; note: potency is the fitted concentration of half-maximal effect; % is set by controls: 0 for no effect and ±100 for the full control effect
Target sequence (Q13526 whole entry, looked up): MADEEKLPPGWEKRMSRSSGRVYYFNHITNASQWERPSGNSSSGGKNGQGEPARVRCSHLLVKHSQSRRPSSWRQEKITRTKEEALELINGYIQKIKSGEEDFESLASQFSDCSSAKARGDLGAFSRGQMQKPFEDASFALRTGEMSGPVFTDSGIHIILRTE
* marks the source's active call; other numbers are inactive results; i = inactive; ? = inconclusive; . = not tested or not shown; [ ] = dose if it differs, or a comment. Unless noted, calls come from the whole dose curve; as a rule, active = well fitted curve in the direction sought with a large enough effect; inconclusive = small, poorly fitted or top-dose-only effect, or another doubt; inactive = no such curve, though single readings can be large; an effect the other way counts as inactive or inconclusive. The list is partial (hit frequency here may not be typical).

| No. | JMJD2A Tudor inh | G9a block | Tb PGK inh | HP1b binding inh | BAZ2B inh | Molecule | Pin1 inhibitor | POLH inh | PI4K2A inh | GLS inh |
| --- | --- | --- | --- | --- | --- | --- | --- | --- | --- | --- |
| 1 | -7% | -3% | -5% | 47%[activator] | -3% | CC1CC(C)CN(C(=O)C(NS(=O)(=O)c2ccc3c(c2)oc(=O)n3C)C(C)C)C1 (stereo not drawn) | -16% | 2% | -3 | 6% |
| 2 | 0% | -39%[59 µM] | -5% | 43%[activator] | ? | O=C(O)c1ccc2c(c1)C(=O)N(c1ccccc1-c1ccccc1)C2=O | -3% | 1% | 0 | 2% |
| 3 | -3% | 9%[59 µM] | -5% | 32% | -9% | COc1ccc(NS(=O)(=O)c2cccc(NC(=O)CCC(=O)c3cccs3)c2)cc1 | -5% | -26% | 1 | 1% |
| 4 | -7% | -5%[2.33 µM] | -4% | 53%[activator] | 7% | COc1ccccc1N1C(=O)CC(Sc2nccc(C)n2)C1=O (stereo not drawn) | -2% | -12% | 0 | -5% |
| 5 | -24% | -3%[59 µM] | . | 21% | -21% | Fc1ccc(C2=NC(c3cccc(C(F)(F)F)c3)=Nc3ccccc3N2)cc1 | -6% | . | 2 | 8% |
| 6 | ? | ? | -10% | -2% | ? | COc1ccc2[nH]c(C(=O)O)c(NS(=O)(=O)c3ccc(OC)c(OC)c3)c2c1 | 5% | -12% | 3 | 77%[activator] |
| 7 | -9% | 11%[59 µM] | -3% | 21% | 1% | COc1ccccc1NC(=O)CSc1nnc(C)n1Cc1ccccc1 | -6% | -4% | -3 | 0% |
| 8 | -18% | . | i | 37% | . | COc1ccc(C2=NOC(C)(c3nnc(-c4ccncc4)o3)C2)cc1 (stereo not drawn) | -6% | -1% | -60* | 2% |
| 9 | ? | -43%[59 µM] | -3% | 20%[57 µM] | 3% | CCOc1ccc(C2c3[nH]c4ccccc4c3CCN2C(=O)CCc2ccccc2)cc1 (stereo not drawn) | -1% | -19% | -4 | -5% |
| 10 | -10% | ? | i | -21% | 5% | Cc1ccc(NC(=O)C2CCN(S(=O)(=O)c3cccc4nonc34)CC2)cc1 | 18% | -11% | -1 | -20% |
| 11 | -22% | 0% | 3% | 29% | 2% | NS(=O)(=O)c1ccc(N/N=C/c2ccccn2)c([N+](=O)[O-])c1 | 7% | -9% | 0 | 6% |
| 12 | 1% | -8% | -3% | 39% | 16% | O=C(Nc1ccc(F)cc1F)c1ccccc1-c1ccccc1 | 1% | 1% | -2 | 10% |
| 13 | -12% | -27% | 1% | 13% | 4% | CCCC1(C)SC(NC(C)=O)=NN1C(C)=O (stereo not drawn) | -1% | 5% | -2 | 3% |
| 14 | -21% | -42% | -1% | 8% | ? | Cc1ccc(C(=O)NCCSc2ccc(Cl)cc2)cc1[N+](=O)[O-] | 4% | -4% | -2 | 1% |
| 15 | -35% | ? | 9% | -21% | -38% | O=C(CNc1ccc(C(F)(F)F)cc1[N+](=O)[O-])OCC(=O)c1ccccc1 | 2% | -23% | 8 | 1% |
| 16 | 14% | 11%[0.501 µM] | 1% | 36% | -5% | O=C(CCC(=O)c1ccc(Cl)cc1)OCc1nc2ccsc2c(=O)[nH]1 | -6% | -3% | -1 | -1% |
| 17 | -10% | -3%[59 µM] | -5% | 36% | -4% | O=C(Nc1c(C(=O)O)oc2ccccc12)c1ccc(C(F)(F)F)cc1 | 1% | 0% | -4 | -21% |
| 18 | -12% | -45% | -4% | 23% | 50µM* | S=C(NCCCn1ccnc1)Nc1ccc(Cl)cc1Cl | -3% | -15% | 4 | 0% |
| 19 | 89µM* | . | -2% | ? | . | O=C(O)c1cc(S(=O)(=O)Nc2ccc3cn[nH]c3c2)ccc1Cl | -13% | -12% | -4 | -2% |
| 20 | 1% | . | -1% | 16% | -2% | Cc1cccc(N(O)C(=O)Nc2cccc(Cl)c2)c1 | 5% | -24% | 1 | ? |
| 21 | -8% | -30% | -12% | 9% | -13% | Cc1cccc(N2CCN(C(=O)c3ccc4c(c3)OCCO4)CC2)c1C | -2% | -10% | -6 | -11% |
| 22 | -14% | 20% | -2% | 15% | 10% | CN1C(=O)c2ccccc2Sc2ccc(NC(=O)N3CCCC3)cc21 | 4% | -11% | -2 | -6% |
| 23 | -6% | -6%[59 µM] | i | 27% | -24% | CCCOc1c(Br)cc(C(=O)NCC)cc1OC | -4% | -1% | -4 | 2% |
| 24 | -10% | -9%[2.33 µM] | 0% | 29% | -1% | CC(CCN1C(N(C)C)=NC[C@@H]1C)c1ccccc1 (stereo partly drawn) | -1% | -1% | -3 | 15% |
| 25 | -19% | 19%[59 µM] | 0% | 1% | -5% | O=C(NCc1ccccc1)Nc1cccn(Cc2ccccc2F)c1=O | 2% | -7% | 7 | 6% |
| 26 | -35% | -22% | -13% | 10% | 5% | N#C/C(=C\c1ccc([N+](=O)[O-])o1)c1nc2ccccc2[nH]1 | -2% | -9% | 4 | -7% |
| 27 | -6% | -26% | -3% | 35%[activator] | -5% | Cc1cccc(C)c1OCC(=O)Nc1cccc(-c2nnc(-c3ccccc3)o2)c1 | -2% | -9% | 2 | -7% |
| 28 | -8% | ? | 0% | 47%[activator] | -4% | COc1ccc(N2C(=O)C(CC(=O)O)S/C2=N\N=C\c2cccs2)cc1 (stereo not drawn) | -11% | -8% | 1 | -2% |
| 29 | 4% | -1% | 0% | 41%[activator] | -2% | O=C(Cc1ccc2c(c1)OCCO2)Nc1cc(C(F)(F)F)ccc1N1CCOCC1 | -5% | ? | 2 | 0% |
| 30 | 36% | 79%[activator][59 µM] | -4% | 58%[activator] | 11% | CCC(=O)c1ccc(-c2ccccc2)cc1 | 9% | -13% | -7 | 3% |
| 31 | -8% | -4%[59 µM] | i | 61%[activator] | 9% | CS(=O)(=O)N(CCc1ccccc1)CC(=O)N1CCN(Cc2ccccc2)CC1 | ? | -10% | 3 | -11% |
| 32 | -19% | -40%[59 µM] | -8% | 18% | -35% | c1ccc(Cc2nnc3n2N=C(c2ccccc2)CS3)cc1 | -5% | 0% | 2 | -2% |
| 33 | -1% | ? | -9% | 31% | . | O=C(NCCCl)NNc1c(Cl)cc(Cl)cc1Cl | 1% | -16% | -9 | -8% |
| 34 | -9% | -38% | -1% | 19% | -23% | O=C(CN(Cc1ccco1)C(=O)c1ccc(Cl)cc1)Nc1ccc(Cl)c(Cl)c1 | 0% | -13% | 3 | -10% |
| 35 | 0% | 19% | 4% | 36% | -26% | CC(C)C[C@H](NC(=O)N1CCn2c1nc1ccccc12)C(=O)NCc1ccccc1 | -2% | -9% | -2 | 8% |
| 36 | -27% | -50%[59 µM] | -5% | 0% | -25% | Clc1ccc(-c2ccc(/C=N/Nc3cc(N4CCOCC4)nc(N4CCOCC4)n3)o2)cc1 | 18% | -11% | 0 | 3% |
| 37 | -5% | 9%[0.501 µM] | -2% | 20% | -4% | CNc1ccccc1 | 3% | -13% | -4 | -2% |
| 38 | -2% | -37%[12.7 µM] | -10% | 19% | 5% | Cn1c(CCNC(=O)c2ccccc2)nc2cc(NC(=O)c3ccco3)ccc21 | -5% | 0% | -1 | -1% |
| 39 | -1% | 44% | . | 12% | 2% | CCOC(=O)c1c(NC(=O)CSc2nc3ccccc3s2)sc(C(C)=O)c1C | ? | -10% | 3 | 4% |
| 40 | -10% | 17% | i | 26% | -1% | Cc1ccc(N(CC(=O)NCc2ccc(F)cc2)C(=O)c2ccco2)cc1C | 2% | -21% | -4 | -7% |
| 41 | -2% | 3% | 1% | 37%[activator] | 11% | O=c1ccc(-c2ccccc2)nn1Cc1ccc(F)cc1 | 1% | -9% | 4 | -1% |
| 42 | -2% | ? | 2% | 43%[activator] | 1% | CC(C)NCC(O)COCCOc1ccc(C(C)(C)C)cc1 (stereo not drawn) | -8% | -19% | -2 | -3% |
| 43 | -24% | 7% | -4% | 13% | 3% | NC(=O)c1c(NC(=O)C2CCCO2)sc2c1CCC2 (stereo not drawn) | 7% | -8% | 2 | 11% |
| 44 | 40µM* | . | 3% | 27% | ? | Cc1ccc2cc(C)c3nnc(SCc4ccc(C(=O)O)cc4)n3c2c1C | 9% | 3% | 2 | -6% |
| 45 | -11% | 8%[59 µM] | -2% | 23% | -5% | Cc1ccc(-n2nc3c(=O)n(CCCC(=O)N4CCC(C(N)=O)CC4)nc(C)c3c2C)cc1 | 0% | 3% | -4 | 4% |

Compounds above with a furan ring, fused or not, in the order listed:
| No. | JMJD2A Tudor inh | G9a block | Tb PGK inh | HP1b binding inh | BAZ2B inh | Molecule | Pin1 inhibitor | POLH inh | PI4K2A inh | GLS inh |
| --- | --- | --- | --- | --- | --- | --- | --- | --- | --- | --- |
| 17 | -10% | -3%[59 µM] | -5% | 36% | -4% | O=C(Nc1c(C(=O)O)oc2ccccc12)c1ccc(C(F)(F)F)cc1 | 1% | 0% | -4 | -21% |
| 26 | -35% | -22% | -13% | 10% | 5% | N#C/C(=C\c1ccc([N+](=O)[O-])o1)c1nc2ccccc2[nH]1 | -2% | -9% | 4 | -7% |
| 34 | -9% | -38% | -1% | 19% | -23% | O=C(CN(Cc1ccco1)C(=O)c1ccc(Cl)cc1)Nc1ccc(Cl)c(Cl)c1 | 0% | -13% | 3 | -10% |
| 36 | -27% | -50%[59 µM] | -5% | 0% | -25% | Clc1ccc(-c2ccc(/C=N/Nc3cc(N4CCOCC4)nc(N4CCOCC4)n3)o2)cc1 | 18% | -11% | 0 | 3% |
| 38 | -2% | -37%[12.7 µM] | -10% | 19% | 5% | Cn1c(CCNC(=O)c2ccccc2)nc2cc(NC(=O)c3ccco3)ccc21 | -5% | 0% | -1 | -1% |
| 40 | -10% | 17% | i | 26% | -1% | Cc1ccc(N(CC(=O)NCc2ccc(F)cc2)C(=O)c2ccco2)cc1C | 2% | -21% | -4 | -7% |

Screening results: PubChem BioAssay, National Center for Advancing Translational Sciences (NCATS)
